PMI inhibitors – MPI enzyme activity inhibition – biochemical, fluorescence intensity, coupled assay, primary screen (AID 1209). purified PMI enzyme, coupled fluorescence intensity; higher % means a stronger effect. inhibition, % at 20 µM, or IC50 in µM where a hit was titrated. hit rate 0.42% among 190,000; in the data active = inhibition above about 50%;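 also: plate controls were DMSO vehicle for no effect and wells lacking substrate for full effect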
Myeloid diff 2 – compounds promoting myeloid differentiation; ER-HoxA9 myeloid progenitors, lysozyme-GFP differentiation, flow cytometry; hit rate 1% among 360,000; calls only at 10 µM; AID 624256;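 active = normalized GFP-positive differentiation at or above the plate's own cutoff, the solvent-only control mean plus 3 SD; inconclusive = no clear call, values can overlap the other calls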;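 also: cells exposed to compound for four days before flow analysis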
Dynein transport – dynein cargo transport inhibition | z-score, hits read low | AID 1381 | hit rate 0.47% among 220,000 | 3617.4 mouse cells, GR-EGFP nuclear translocation imaging; test concentration mostly 20 µM; stimulated with dexamethasone, 1 µM; active compounds read low;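 active = plate z-score of nuclear minus cytoplasmic receptor signal below a set negative limit, without overly bright fluorescence or cell loss, cut at about -3.5 in these data, passing the limit was not always enough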;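 also: z-score of nuclear minus cytoplasmic ring GR-EGFP intensity difference per well; some compounds called inactive have numbers as strong as hits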
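Buffer or medium: tet-free, stripped-serum medium; reagent: dexamethasone at 1.0 µM final, 30 min; incubation: 48 h induction, 1 h compound, 30 min dex at 37 °C; measured by: formaldehyde fixation, Hoechst nuclear stain, 10x automated fluorescence imaging; read-out: nuclear-to-cytoplasmic GR-EGFP distribution per well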
Ins promoter up – MIN6 insulin promoter up-regulation; MIN6 insulin promoter-GFP reporter, high-content imaging; active compounds read high; AID 1625; z-score at 5 µM; hit rate 0.3% among 190,000;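 active = z-score above 3 at 5 µM with at least 500 cells counted in the well; inconclusive = wells under 500 cells, flagged as cytotoxic or low count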
TNAP activation fold – human TNAP enzyme activators, primary screen, biochemical, luminescent, no phosphate acceptor, uHTS (AID 1001). hit rate 0.03% among 200,000. activation fold at 20 µM, or EC50 in µM where a hit was titrated. purified TNAP, luminescent activation assay, no phosphate acceptor; higher activation fold means a stronger effect; in the data active = activation fold from about 3, or a potency from the dose series; inactive = the rest, 99 in 100 with activation fold below about 1.6; also: many of its hits are not listed in these tables
T cell HTS – T cell immune modulation candidate; 2C CD8+ T cell-vesicle binding, flow cytometry; active compounds read low; calls only at 7 µM; hit rate 0.068% among 330,000; AID 2052;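 active = response, share of CD8 T cells binding vesicles, and their 90th percentile fluorescence all below set limits, cut at about 80% in these data, passing the limit was not always enough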
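Benchmarks: naked versus QL9-loaded vesicles / Assay system: purified 2C TCR transgenic mouse naive CD8+ T cells / Technique: high-throughput flow cytometry with anti-B7-1 and anti-CD8 staining / Timing: Cell–vesicle co-incubation 1.5 h at 37 °C, staining 20 min on ice / Read-out: percent CD8+ FL2 mean versus row control / Probe or stimulus: QL9-loaded Drosophila micro-vesicles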
bCat nuc transl – modulators of beta-catenin nuclear translocation; HeLa beta-catenin nuclear translocation, immunofluorescence imaging; nuclear translocation activity, % at 5 µM; hit rate 0.3% among 190,000;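 active = nuclear translocation activity above 50% at 5 µM, with a well cell count of 50 or more; inconclusive = wells under 50 cells across six images, flagged as toxic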;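 also: per-cell ratio of nuclear to cytoplasmic median beta-catenin stain intensity; plate controls were DMSO negative control for no effect and GSK-3 inhibitor IX positive control for full effect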
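System: Human HeLa cells, endogenous beta-catenin | Compound dosing: 5 µM primary, 0.02–20 µM confirmation | Timing: 24 h compound exposure at 37°C, 5% CO2 | Measured by: Fluorescence imaging of beta-catenin antibody stain plus DAPI | Read-out basis: % activation of per-cell nuclear versus cytoplasmic median beta-catenin signal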
Lipid droplet – hepatic lipid droplet formation modulation. inhibition, % at 6.5 µM. hit rate 0.4% among 240,000. AML12 mouse hepatocytes, oleate lipid droplets, BODIPY imaging;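 active = lipid droplet intensity inhibited by at least 50%, with more than 500 cells counted; inconclusive = wells with under 300 cells, treated as cytotoxic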
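Assay system: AML12 hepatocytes (mouse); Probe or stimulus: oleic acid at 100 µM to induce lipid droplet formation; Dosing: compound at 6.5 µM only; Schedule: compound with oleate, overnight; Detection: fluorescence imaging, 20x objective, two fields per well; Measure: % inhibition of lipid droplet signal.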
MT stabilizer – microtubule stabilization, imaging screen. hit rate 0.83% among 200,000. HeLa tubulin immunostaining HCS, 24 h; share of cells brighter than vehicle mean+2SD. AID 2205. % tubulin-high responders, % at 10 µM;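 active = plate Z-score above 3 for both tubulin-high and condensed-nucleus cell shares, with cell loss under 80%, at 10 µM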;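 also: anti alpha tubulin signal scored within the nucleus-defined area of each cell; some results filed as inactive read as strong as hits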
Dynein transport cytoplasmic EGFP – further read-out of Dynein transport, marked with its call; z-score; measured here: cytoplasmic GR-EGFP intensity; active compounds read high
Dynein transport nuclear GR-EGFP – further read-out of Dynein transport, marked with its call; z-score; measured here: nuclear GR-EGFP intensity;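 lower value marks the stronger effect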
Dynein transport cell count – recorded beside Dynein transport, whose call it bears; z-score; measured here: cell count per field
Ins promoter up cell count – recorded beside Ins promoter up, whose call it bears; cell count; measured here: cytotoxicity, nuclei count;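 total cells summed across four imaged fields per well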
Lipid droplet cells 6.5 µM – further read-out of Lipid droplet, marked with its call; cell count; measured here: cell count, cytotoxicity flag;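 cells counted across two imaged fields per well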
bCat nuc transl cell count 5 µM – further read-out of bCat nuc transl, marked with its call; cell count; measured here: cell count, cytotoxicity flag
T cell HTS vesicle-bound % – recorded beside T cell HTS, whose call it bears; double positive events, %; measured here: CD8+ vesicle-bound cell fraction;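 binding gate set so that unloaded-vesicle control wells show 10% double positive cells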
MT stabilizer Hoechst-high % – also measured in MT stabilizer; calls as there; % Hoechst-high responders; measured here: nuclear condensation Hoechst responders;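 share of cells brighter than vehicle mean plus two SD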
MT stabilizer cytotoxicity % – further read-out of MT stabilizer, marked with its call; toxicity, %; measured here: cytotoxicity by cell density;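 0% = mean cell density of plate MIN control wells and 100% = no cells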
Myeloid diff 2 GFP+ MAC1+ % – second read-out of Myeloid diff 2, no call of its own (marks repeat the call); GFP+ MAC1+ double positive, %; measured here: differentiation confirmed by MAC1 staining
Numbers without * were called inactive; i = inactive; ? = inconclusive; . = no result given. The order is random, and some 3% of all compounds hit somewhere here.

SMILES	PMI inhibitors	Myeloid diff 2	Myeloid diff 2 GFP+ MAC1+ %	Dynein transport	Dynein transport cytoplasmic EGFP	Dynein transport nuclear GR-EGFP	Dynein transport cell count	Ins promoter up	Ins promoter up cell count	TNAP activation fold	T cell HTS	T cell HTS vesicle-bound %	bCat nuc transl	bCat nuc transl cell count 5 µM	Lipid droplet	Lipid droplet cells 6.5 µM	MT stabilizer	MT stabilizer Hoechst-high %	MT stabilizer cytotoxicity %
Cc1ccc(NC(=O)c2ccccc2NS(=O)(=O)c2ccc(Cl)s2)cc1S(=O)(=O)N1CCOCC1	-1.5%	i	0.3	-0.573	-0.303	-0.715	1.03	-0.08	1007	1.2	i	4.9	-0.9	921	-21.1	684	3.9	3.1	11.3
O=[N+]([O-])c1cc(/C=N\Nc2nc(-c3ccccc3)cs2)ccc1O	-30.1%	i	0.1	-0.52	-0.311	-0.236	0.69	-0.64	1017	0.9	i	29.8	.	.	-2.9	698	4.0	2.2	2.9
CCN(CC)C(=O)CN1C(=O)COCC1=O	-0.8%	i	9.6	-1.06	-0.216	-0.737	0.655	.	.	1.1	i	13.8	.	.	3.1	788	3.1	1.8	2.6
C[C@H](NC(=O)c1nc[nH]c1C(=O)N[C@@H](Cc1ccccc1)C(=O)OC(C)(C)C)C(=O)OC(C)(C)C	.	i	0.3	-0.313	-0.794	-0.11	0.192	0.57	932	.	i	18.5	-1.5	1177	-3.0	633	.	.	.
CCN(CC)S(=O)(=O)c1ccc(NC(=O)CSc2ncnc3ccccc23)cc1	23.7%	i	0.5	0.615	0.504	0.112	-0.654	.	.	1.1	i	24.1	1.1	1057	-0.4	503	2.3	2.9	9.9
O=C(CN(C(=O)CSc1nnc(COc2ccccc2)o1)c1ccc(F)cc1)NC1CCCCC1	13.7%	i	2.2	-0.57	-0.244	-0.343	1.78	-0.04	1208	1	i	4.8	.	.	3.7	673	2.8	1.6	2.9
COc1ccccc1CCNC(=O)CSc1ccc(-c2cccs2)nn1	6.4%	i	1.4	-0.644	-0.315	-0.385	0.74	-0.08	1203	1.1	i	52.5	.	.	6.3	680	2.1	2.4	6.0
CC1CCN(c2cc(C#N)c(C#N)cc2[N+](=O)[O-])CC1	9.8%	i	0.3	0.849	-0.258	0.508	0.0731	1.07	1269	1	i	18.6	-1.8	1218	2.2	767	3.6	1.5	4.4
O=C(NCc1ccc(Cl)cc1)C1C2C=CC3(CN(Cc4cccnc4)C(=O)C13)O2 (stereo not drawn)	5.0%	i	1.0	-0.339	-0.217	-0.0978	1.07	0.03	1359	1.1	i	15.7	-0.8	1418	.	.	2.3	0.9	2.3
CCOc1cccc2cc(-c3csc(NC(=O)CCC(=O)NCCN4CCCCC4C)n3)c(=O)oc12 (stereo not drawn)	4.8%	i	0.7	-0.538	-0.293	-0.17	0.34	0.08	1123	1.1	i	64.0	0.9	1058	5.2	712	2.6	2.3	4.6
CCOC(=O)Nc1ccc2c(c1)N(C(=O)CCN(C)C)c1ccccc1S2	8.3%	i	1.1	1.84	0.0555	1.59	-1.81	-0.55	1560	1.1	i	39.0	1.6	1250	.	.	4.6	1.4	2.8
CCNC(=O)c1ccc2c(c1)S(=O)(=O)c1ccccc1C2=O	-5.7%	i	2.6	3.48	0.019	3.85	-2.4	0.43	1744	1.1	i	32.8	-7.2	773	.	.	6.3	2.1	13.1
O=C(COc1ccc2ccccc2c1)N1CCN(C(=O)c2ccc([N+](=O)[O-])cc2)CC1	-9.2%	i	0.1	0.238	-0.223	0.0617	0.22	-1.28	1245	1.1	i	55.9	-1.1	1092	-0.1	658	2.4	1.1	0.4
C=CCN1C(=O)C2(C(C#N)=C(N)Oc3n[nH]c(CCC)c32)c2ccccc21 (stereo not drawn)	-0.5%	i	0.0	-0.55	-0.24	-0.0556	0.204	0.6	1237	1	i	65.7	.	.	-0.1	766	1.7	1.2	5.2
O=S(=O)(Nc1cccc(-c2nc3cccnc3s2)c1)c1ccc2c(c1)OCCO2	19.8%	?	.	-0.616	-0.258	-0.206	0.426	-0.25	2140	1.2	i	26.0	-1.8	1148	3.4	640	3.2	3.5	5.7
CCC(=O)N1N=C(c2cccs2)CC1c1ccco1 (stereo not drawn)	5.3%	i	0.3	-0.475	-0.26	-0.103	0.486	0.44	1437	1	i	43.9	-1.5	1026	-23.9	697	2.6	0.7	7.0
CCOC(=O)C(C(=O)N1CCOCC1)C1CCCCC1 (stereo not drawn)	-0.1%	i	8.5	-1.09	-0.221	-0.738	1.01	0.06	1314	1.2	i	13.2	-1.8	1063	-2.8	698	1.9	1.5	1.9
Cc1[nH]c2ccccc2c1C(=O)Cn1c(=O)oc2ccccc21	8.5%	i	7.5	1.53	-0.248	1.43	-0.175	-0.48	862	1.1	i	47.7	-0.7	1157	-12.5	832	1.9	1.9	6.2
Cc1cc(C)c(C#N)c(Oc2ccccc2Br)n1	1.6%	i	0.5	0.19	-0.32	0.593	0.297	0.41	1607	1.4	i	65.5	-2.2	1113	1.9	632	4.6	2.3	3.1
O=C(NNC(=S)NCc1ccco1)c1ccc(S(=O)(=O)N2CCOCC2)cc1	-2.3%	i	0.6	-0.522	-0.203	-0.028	0.496	-0.18	1481	2.6	i	40.5	-1.7	1101	-0.2	716	3.3	1.6	8.0
Cc1ccc2nc(-c3ccccc3)c(CN3CCSCC3)n2c1	1.4%	i	0.0	0.381	-0.359	0.0634	-0.237	-0.39	1336	1	i	53.6	0.6	1027	-6.9	699	3.9	2.2	13.0
N#Cc1nc(Cc2ccccc2)oc1NCc1ccccc1Cl	14.2%	.	.	-0.626	-0.18	-0.279	0.98	0.75	1171	1	i	41.3	-1.0	1456	.	.	2.8	2.7	7.9
CCn1c(SCC(=O)NC)nnc1C(C)C	-3.4%	i	0.8	-0.86	0.0178	-0.498	-0.138	0.23	1146	1.1	i	56.4	0.1	1001	-9.9	714	3.0	1.8	6.5
O=C(CCc1nc(-c2ccccc2)no1)NC1CCCCC1	9.4%	i	3.3	-0.856	-0.212	-0.626	0.464	0.93	853	1.1	i	39.7	-0.1	1170	-0.9	751	2.6	2.5	6.4
CN1CCc2c(C#N)c(N3CCOCC3)nc(NCC3CCCO3)c2C1 (stereo not drawn)	.	i	0.2	-1.01	-0.243	-0.354	0.82	0	1016	.	i	18.2	0.5	1250	8.6	735	.	.	.
CCOC(=O)C1CCCN(C(=O)c2ccc(C)c([N+](=O)[O-])c2)C1 (stereo not drawn)	5.1%	i	0.5	1.93	-0.373	1.36	0.122	0.1	1320	1.1	i	19.0	0.4	1025	-3.8	668	4.1	2.4	5.7
CC(C)c1ccccc1OCCNS(C)(=O)=O	-2.4%	i	0.4	-0.978	-0.0882	-0.328	0.836	0.61	1438	1.1	i	46.9	-5.4	830	.	.	1.6	1.7	12.1
CCOC(=O)c1c(C)[nH]c(C(=O)COC(=O)[C@H](C)NC(=O)c2ccccc2Cl)c1C	10.6%	i	0.4	-0.5	-0.322	-0.282	1.02	-0.46	1380	1.1	i	49.6	3.4	698	-3.5	664	9.8	3.9	7.0
NC(=O)C(=O)NCCCN1CCOCC1	-3.4%	i	0.2	-1.33	-0.26	-0.656	0.618	0.35	1722	1.1	i	43.8	-1.3	1074	10.0	723	2.9	2.2	8.9
O=C(CCCC(=O)NC1CCCC1)NC1CCCC1	-8.7%	i	0.3	0.0558	-0.274	-0.227	-0.28	-0.09	1381	1.2	i	34.3	-2.3	1003	0.3	657	3.6	3.8	1.6
O=C(Nc1ccc2oc(-c3ccncc3)nc2c1)c1ccc2c(c1)OCO2	.	i	0.4	-0.368	-0.181	0.431	-0.275	-0.32	1047	.	i	56.6	0.6	1320	-9.3	693	.	.	.
Cc1ccccc1Nc1nc(-c2sc(NC(=O)c3ccccc3)nc2C)cs1	23.1%	.	.	-0.0696	-0.222	0.382	1.13	-1.88	1107	1.1	i	45.3	13.5	1391	.	.	4.3	2.0	5.5
CSCCC(NC(=O)COc1ccccc1)C(=O)O (stereo not drawn)	5.6%	i	0.8	0.322	-0.182	0.0512	-0.444	-0.61	1665	1.1	i	45.1	4.9	916	3.1	716	4.0	2.6	4.9
COc1ccc(C(C)NC(=O)C2C(=O)NC3(C)CC2c2ccccc2O3)cc1 (stereo not drawn)	10.0%	i	1.1	0.189	-0.341	0.152	0.167	1.38	1355	1.1	i	15.5	-1.1	837	.	.	5.4	2.8	6.6
CC1CC(C)CN(S(=O)(=O)c2ccc(NC(=O)C3COc4ccccc4O3)cc2)C1 (stereo not drawn)	-0.4%	i	0.8	0.849	-0.181	0.792	-0.374	-1.55	775	1.1	i	59.0	1.7	964	-46.1	735	2.8	1.3	9.2
